# Assay outcomes from PubChem.
# Pf gametocyte: P. falciparum stage V gametocyte viability inhibition | P. falciparum stage V gametocytes, ATP luminescence, 24 h | actives 0.065% (n = 150,000) | inhibition, % at 10.9 µM | AID 743093;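 active = inhibition above the mean plus 3 SD of compounds within the control limits, set per campaign, cut at about 38% in these data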;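 also: 0% = DMSO wells and 100% = medium only without gametocytes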
# Starred values were filed as active, the others as inactive.
structure,Pf gametocyte
C/C(=C\[C@@H](NP(=O)(c1ccccc1)c1ccccc1)c1ccccc1)CO[Si](c1ccccc1)(c1ccccc1)C(C)(C)C,-13.4
COc1ccc(SCCN2CC[C@@H](C)CCC2=O)cc1,11.8
CCC(C)Sc1cc(-c2nc3cc(C)ccn3c2NC2CCCCC2)ccc1OC (configuration not stated),12.5
COCCn1c(C)cc(C(=O)CSc2nc(C)nc3sc4c(c23)CCC4)c1C,5.4
Cc1ccccc1NC(=S)Nc1ccccc1,-6.9
CCC(=O)OC1(C)C(=O)C=C2C=C(C3CC3)OC=C2C1=O (configuration not stated),15.0
Cc1cccc(N(CC(=O)N2CCCCCC2)S(C)(=O)=O)c1,2.8
CCOc1cc(C(=O)N/N=C/c2cn(-c3ccccc3)nc2-c2cc3ccccc3o2)cc(OCC)c1OCC,14.7
COCn1cnc(-c2ccccc2)c1-c1ccccc1,-26.0
CC(Oc1ccccc1)C(=O)N1CCC2(CC1)Oc1ccc(F)cc1C(=O)C21CC(c2ccccc2)=NO1 (configuration not stated),11.0
COc1ccc2sc(-c3ccccc3OC)c(-c3ccc(OCCN4CCCC4)cc3)c2c1,-4.3
CCOC(=O)C(Cc1ccc(N)cc1)N1C(=O)c2ccccc2C1=O (configuration not stated),-1.0
O=C(NCCN1CCOCC1)c1cccc(Br)c1,-15.8
Cc1cc(F)ccc1N1CCC(N2CCN(C)C(CCO)C2)CC1 (configuration not stated),-11.3
O=S(=O)(NCc1ccc2c(c1)OCO2)c1ccc2oc3ccccc3c2c1,-6.9
CCOC(=O)C1=CC[C@H]2c3c(c4ccccc4n3C)C(=O)C1N2Cc1ccccc1,-34.1
O=C(CN1C(=O)C(=O)c2ccccc21)c1ccc(Cl)cc1,13.5
COc1ccc(CNC(=O)CSc2nc3ccc(OC)cc3[nH]2)cc1,5.4
COc1ccc(S(=O)(=O)N(C)C[C@H]2Oc3c(NS(=O)(=O)c4cn(C)cn4)cccc3C(=O)N([C@H](C)CO)C[C@@H]2C)cc1,10.3
COC(=O)C(Cc1ccccc1)NC(=O)CC(C)CC(=O)Nc1ccc(OC)cc1OC (configuration not stated),-5.8
CCc1n[nH]c(=S)n1/N=C/c1cccc2ccccc12,-6.0
Cn1c(-c2ccccc2)cnc1NCc1ccc(F)cc1,-0.2
O=Nc1c(O)c2ccccc2c2ccccc12,-81.9
Clc1ccc(-c2ccnc3nc(N4CCOCC4)nn23)c(Cl)c1,11.0
Clc1ccc(C2=NCCn3nc4ccccc4c32)cc1,-40.5
CC1=NN(c2ccc(C)cc2)C(=O)/C1=C/c1ccc(-c2cc([N+](=O)[O-])ccc2O)o1,-27.4
FC(F)(F)c1nc2ccccc2n1CCNc1nc(CN2CCCCC2)cs1,-0.8
Cc1ccnc(NC(=O)c2cccc(NC(=O)c3ccc(Cl)cc3)c2)c1,-23.4
OCCn1nc(-c2ccccc2)cc1-c1ccccc1,6.7
O=C(c1ccccc1CCc1ccccc1)N1CCCC1,2.6
CCOC(=O)CNS(=O)(=O)Cc1ccccc1,-2.2
COc1ccc(CCNC(=O)CN(C)S(=O)(=O)c2ccc(OC)cc2)cc1,19.6
COC(=O)[C@@]12CCCCN1[C@H](c1ccc(-c3ccccc3)c(OC)c1)[C@H]1C(=O)N(C)C(=O)[C@H]12,11.9
COc1ccc(C2=CC(=O)CC(C)(C)C2)cc1,-14.4
O=C(NC1=NCCS1)c1cccc(F)c1,8.8
O=C(N1CCOCC1)C1(S(=O)(=O)c2ccccc2)CC=CC1,-11.0
CCOc1ccc(OCc2ccc(C(=O)N(C)c3ccccc3)o2)cc1,11.1
Fc1ccccc1N1CCN(C2CCCN(Cc3cccc(C(F)(F)F)c3)C2)CC1 (configuration not stated),0.9
Cc1cccc([C@@H]2[C@@H]3C(=O)N(Cc4ccccc4)C(=O)[C@@H]3[C@]3(Cc4ccc(Cl)cc4)C(=O)N(c4ccccc4)C(=O)N23)c1,22.9
Cc1cc(C)nc(SCC(=O)c2ccc(F)c(C)c2)n1,-4.3
CCOC(=O)C1=C(C)N(CCCC(=O)O)C(=O)NC1c1ccc(Cl)cc1 (configuration not stated),-10.7
Cc1nc(N)nc(N)c1CCCc1ccc(Cl)c(Cl)c1,17.4
COc1ccccc1N1CCN(CCN2C(=O)C3CCCN3C2=O)CC1 (configuration not stated),6.6
CCC(=O)c1coc2ccc(O)cc12,13.8
CN(CC1CCN(CCc2cccc(C(F)(F)F)c2)CC1)C(=O)c1ccc(F)cc1F,17.9
COc1cc(CN2CCCCC2)ccc1OCc1ccccc1,21.4
Nc1c(Cl)cc(-c2csc(N3CCCC3c3nc4cc(Cl)c(N5CCCCC5)cc4n3CCOCCO)n2)cc1Cl (configuration not stated),-53.6
O=C(C[C@H]1C(=O)N(C2CCCCC2)C[C@@H]1Cc1ccccc1)Nc1ccccc1,-4.1

# 3 entries from above, ordered by formula weight, falling.
structure,Pf gametocyte
Cc1cccc(N(CC(=O)N2CCCCCC2)S(C)(=O)=O)c1,2.8
Cc1cc(C)nc(SCC(=O)c2ccc(F)c(C)c2)n1,-4.3
Cc1ccccc1NC(=S)Nc1ccccc1,-6.9

# (cont.)
structure,Pf gametocyte
CN1CCN(C(=O)c2ccc(F)c(F)c2)CC1,-11.4
COc1ccccc1C(=O)Nc1ccccc1C(=O)Nc1ccccc1,-21.4
COc1cc(NC(=O)CC(C)C)ccc1NC(=O)c1ccco1,11.4
CCC[C@H](CN[C@@H](CNC)[C@H](C)O)NCCc1ccc(OC)cc1,-20.9
O=C1[C@H]2[C@@H](c3ccc(F)cc3)N3C(=O)N(c4ccccc4)C(=O)[C@@]3(Cc3ccccc3)[C@H]2C(=O)N1C1CCCCC1,11.1
O=C(NCc1ccccc1F)C1CCCN1C(=O)Nc1ccc(F)cc1 (configuration not stated),8.6
CCOC(=O)C1(CCOc2ccccc2)CCN(Cc2ccc(O)c(OCC)c2)CC1,13.5
CCS(=O)(=O)N1CCC(NC(=O)C(Cc2ccc(OC)c(OC)c2)NC(C)=O)CC1 (configuration not stated),-14.4
COc1ccccc1-c1noc2ncnc(Nc3ccc4c(c3)OCO4)c12,-26.8
S=C(NCC1CCCO1)c1ccc(Br)cc1 (configuration not stated),6.0
CCOc1cc(C(=O)NCc2ccco2)cc(OCC)c1OCC,13.8
CC(C)C(=O)Nc1cccc(C(=O)Nc2ccc(S(=O)(=O)N3CCOCC3)cc2)c1,-10.0
CN(c1ccccc1)S(=O)(=O)c1ccc(-c2ccccc2)cc1,-8.8
COCC(=O)N1CCCC(N(C)CCc2ccc(OC)c(OC)c2)C1 (configuration not stated),13.3
COc1ccc(-c2sc3ccccc3c2-c2ccc(OCCN(C)C)cc2)cc1,1.8
COc1ccc(-n2nc3ccc(N)cc3n2)cc1Cl,1.2
O=C(NCCO)/C(=C/c1ccco1)NC(=O)c1ccco1,-3.9
COc1ccc(NC(=O)C2CC3CCC2C3)c(OC)c1 (configuration not stated),-10.0
O=C(CN1CCOCC1)Nc1cccc([N+](=O)[O-])c1,-27.9
CCOC(=O)[C@H]1[C@H]2COc3ccccc3[C@@H]2N2C(=O)c3ccc(C)cc3NC(=O)[C@@]12C,23.0
O=C(Nc1ccc(Br)cn1)c1cccc2ccccc12,-1.1
CC(C)CC(Nc1ncnc2scc(-c3ccccc3)c12)C(=O)O (configuration not stated),13.3
Clc1ccc(-c2ccccc2)cn1,12.1
Cc1ccc(C(=O)N2CCC(C(=O)c3ccc(Cl)cc3)CC2)cc1,24.2

# Entries above that have four or more nitrogen atoms (ten):
structure,Pf gametocyte
CCOc1cc(C(=O)N/N=C/c2cn(-c3ccccc3)nc2-c2cc3ccccc3o2)cc(OCC)c1OCC,14.7
COc1ccc(S(=O)(=O)N(C)C[C@H]2Oc3c(NS(=O)(=O)c4cn(C)cn4)cccc3C(=O)N([C@H](C)CO)C[C@@H]2C)cc1,10.3
CCc1n[nH]c(=S)n1/N=C/c1cccc2ccccc12,-6.0
Clc1ccc(-c2ccnc3nc(N4CCOCC4)nn23)c(Cl)c1,11.0
FC(F)(F)c1nc2ccccc2n1CCNc1nc(CN2CCCCC2)cs1,-0.8
Cc1nc(N)nc(N)c1CCCc1ccc(Cl)c(Cl)c1,17.4
COc1ccccc1N1CCN(CCN2C(=O)C3CCCN3C2=O)CC1 (configuration not stated),6.6
Nc1c(Cl)cc(-c2csc(N3CCCC3c3nc4cc(Cl)c(N5CCCCC5)cc4n3CCOCCO)n2)cc1Cl (configuration not stated),-53.6
COc1ccccc1-c1noc2ncnc(Nc3ccc4c(c3)OCO4)c12,-26.8
COc1ccc(-n2nc3ccc(N)cc3n2)cc1Cl,1.2

# Continuation.
smiles	Pf gametocyte
COc1cc(C(c2c(C(=O)O)[nH]c3ccccc23)c2c(C(=O)O)[nH]c3ccccc23)ccc1OCc1ccccc1	19.2
Cc1nc(C)n(C(C)CNC(=O)c2ccccc2)n1 (configuration not stated)	-24.1
CC(=O)c1cccc(NC(=O)c2cnn(-c3ccccc3)c2C)c1	22.6
Fc1ccccc1CNCC1CCCO1 (configuration not stated)	3.8
CC(=O)N/N=C/c1ccccc1OCCOc1cccc(C)c1	16.2
NC(=O)c1ccccc1NC(=O)N1CCOCC1	-7.0
CCOC(=O)C1=CC[C@H]2c3c(c4ccccc4n3C)C(=O)C1N2S(=O)(=O)c1ccc(C)cc1	-2.4
CSC1=NC2(C[C@H]2c2ccccc2)C(=O)N1C (some centres not stated)	-10.1
COc1ccc(N2CCN(CC(=O)Nc3nc(C)cs3)CC2)cc1	-0.1
COC(=O)CCNC(=O)c1ccc2nc(Cc3ccc(OC)c(OC)c3)oc2c1	4.3
CC(C)C[C@@H](COc1ccccc1)N1CCN(C)CCC1=O	-3.0
O=C(CN1C(=O)NC2(CCSC2)C1=O)N1CCN(c2ccc(F)cc2)CC1 (configuration not stated)	16.2
Cc1nc2cc(-c3ccc(Br)cc3)[nH]n2c(=O)c1Cl	-30.6
OCCN1CCN(c2ncnc3scc(-c4ccc(F)cc4)c23)CC1	-1.6
Cc1noc(NS(=O)(=O)c2ccc(NC(=O)C(F)(F)F)cc2)c1C	-7.5
COc1ccc(C(=O)C(C)[n+]2ccc(C)c3ccccc32)cc1[N+](=O)[O-] (configuration not stated)	15.6
C=CCn1c(SCc2cccc(OC)c2)nnc1-c1ccncc1	1.6
Cc1cc(C)c2nc(Nc3nc(CSc4nc5ccccc5[nH]4)cc(=O)[nH]3)nc(C)c2c1	1.1
COC(=O)CCCNC(=O)c1ccc2oc(CCCc3ccccc3)nc2c1	-3.4
CC(C)(C)OC(=O)N1CCC2(CC1)Oc1ccc(F)cc1C(=O)C21CC(c2ccccc2)=NO1 (configuration not stated)	-7.5
Cc1oc(C(=O)O)cc1COc1cccc2ccccc12	11.3
OCC[C@@H]1C[C@H](O)[C@@H](O)[C@@]2(CCc3ccccc3O2)O1	-21.0
COC(=O)C(C)Sc1nc2c(c(-c3ccc(OC)cc3)c1C#N)-c1ccccc1C2=O (configuration not stated)	14.5
COCCC(=O)Nc1ccc2c(c1)CN(C(=O)c1ccc(CSC)o1)CC2	-6.3
CC(C)(C)OC(=O)N1CCC(Cc2cc(-c3ccc(Cl)cc3)no2)(C(=O)O)CC1	7.5
CN(C)C1=NC[C@H](Cc2ccccc2)N1CCC1CCCC1	15.4
O=S(=O)(c1ccccc1)N1CCNCC1	-4.1
COc1ccc(-c2cn(CCC(=O)NCc3ccc(C)cc3)c(CCN)n2)cc1	3.0
Nc1ccc2nc(CCCCc3nc4ccccc4[nH]3)[nH]c2c1	0.5
COC(=O)c1ccc2c(CCO)c[nH]c2c1	7.9
COc1ccc([C@H]2CC(=O)C=C(c3cccc(CO)c3)C2)cc1	11.7
CCN1C(=O)[C@@H]2[C@@H](c3ccc(-c4ccc(Cl)c(Cl)c4)c(OC)c3)N3CCCC[C@@]3(C(=O)OC)[C@@H]2C1=O	15.5
S=C(c1ccc(-c2ccccc2)cc1)N1CCOCC1	9.1
O=C(Nc1ccccc1)Nc1nnc(Cc2ccccc2F)s1	-8.6
COc1ccc(C(=O)CC(=O)c2ccc(C)cc2)c(O)c1	-12.8
C=CCNc1nc(Cl)nc(Nc2ccccc2)n1	-5.0
CCOC(=O)c1c(CS(=O)(=O)c2ccccc2)n(C)c2cc(Br)c(O)cc12	-22.6
CC1=C(C(=O)OC2CCC(C)CC2)C(c2ccc(O)c([N+](=O)[O-])c2)NC(=O)N1 (configuration not stated)	-19.4
CCCCOC(=O)C1=C(C)NC(=O)NC1c1ccc(OC)cc1 (configuration not stated)	13.6
CN(C)CCCn1c(=O)n(C2CCCCC2)c(=O)c2c3c(sc21)CCCCC3	14.4
O=C(Nc1nnc(Cc2ccccc2F)s1)c1ccccc1Cl	18.9
Fc1ccc(OCc2nn[nH]n2)c(F)c1	-35.2
C=CCn1c(O)c(C2=c3ccccc3=NC2=O)c2ccccc21	-16.3
Cc1ccc(Cl)cc1NC(=O)C1CC1c1ccccc1 (configuration not stated)	7.2
C=CCNC(=O)c1cccc(OC2CCN(CC(C)(C)C)CC2)c1	27.9
O=C(Nc1ccccc1Cl)c1ccc2ccccc2c1	22.5
CCn1cnc2c(Nc3cccc(Cl)c3)nc(C#N)nc21	-10.9
COc1ccc(/C(O)=C2/C(=O)C(=O)N(CCCN3CCOCC3)C2c2ccc(C)cc2)cc1 (configuration not stated)	11.4
COC(=O)c1cc(Br)ccc1N(Cc1cc(OC)cc(OC)c1)S(C)(=O)=O	6.2
N/C(=N\OC(=O)c1ccccc1F)c1cccc([N+](=O)[O-])c1	-0.3
C[C@@]12C(=O)N(CCc3c[nH]c4ccccc34)CC(=O)N1[C@H]1c3ccccc3OC[C@@H]1[C@@H]2c1ccccc1	-12.6
OC(COc1ccc(Cl)cc1)CSc1ccccn1 (configuration not stated)	-4.9
COc1ccc(CCC(C)NCc2ccc(C(F)(F)F)cc2)cc1 (configuration not stated)	-3.5
OC(CNCc1cccnc1)COc1ccc2ccccc2c1 (configuration not stated)	17.3
CCOC(=O)[C@H]1[C@H]2COc3ccc(OC)cc3[C@@H]2N2C(=O)c3cc(OC)ccc3NC(=O)[C@@]12C	-2.2
O=C(Cc1ccc(Br)cc1)Nc1ccc2[nH]ncc2c1	12.1
O=C(O)CCNC(=O)/C(=C/c1ccco1)NC(=O)c1ccco1	-7.5
O=C1NC(Cc2ccc(O)cc2)c2nc3ccccc3c(=O)n2-c2ccccc21 (configuration not stated)	3.6
COc1cc(NS(=O)(=O)c2ccc(NC(=O)/C=C/C(=O)O)cc2)nc(OC)n1	-15.1

# The list is partial; count on the stated rates, not on these rows.
